Bioassay records (PubChem BioAssay)
Cardio protect: cardioprotection against H2O2-induced cell death, primary screen, uHTS, H9c2 cells, ATPLite luminescence. H9c2 cardiomyocytes, H2O2 injury protection, 2 h. protection from H2O2 cell death, % at 20 µM. hit rate 0.63% among 360,000;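 active = compounds giving at least 50% protection of heart cells from peroxide-induced death in the single-dose screen, raw or plate-pattern-corrected value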;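 note: 0% = DMSO wells with peroxide and 100% = DMSO wells without peroxide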
PDI turbidity: inhibitors of human PDI, primary screen, biochemical, turbidity, single point, plate reader; inhibition, % at 10 µM; PDI insulin aggregation turbidity, A650, 90 min; hit rate 0.052% among 350,000; Protein disulfide-isomerase (Homo sapiens), P07237;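 active = mean inhibition across replicates of 30% or more, whatever share of single replicates reach that level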;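 note: absorbance from insulin aggregation driven by PDI reduction with DTT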
Target sequence (P07237 whole entry, looked up): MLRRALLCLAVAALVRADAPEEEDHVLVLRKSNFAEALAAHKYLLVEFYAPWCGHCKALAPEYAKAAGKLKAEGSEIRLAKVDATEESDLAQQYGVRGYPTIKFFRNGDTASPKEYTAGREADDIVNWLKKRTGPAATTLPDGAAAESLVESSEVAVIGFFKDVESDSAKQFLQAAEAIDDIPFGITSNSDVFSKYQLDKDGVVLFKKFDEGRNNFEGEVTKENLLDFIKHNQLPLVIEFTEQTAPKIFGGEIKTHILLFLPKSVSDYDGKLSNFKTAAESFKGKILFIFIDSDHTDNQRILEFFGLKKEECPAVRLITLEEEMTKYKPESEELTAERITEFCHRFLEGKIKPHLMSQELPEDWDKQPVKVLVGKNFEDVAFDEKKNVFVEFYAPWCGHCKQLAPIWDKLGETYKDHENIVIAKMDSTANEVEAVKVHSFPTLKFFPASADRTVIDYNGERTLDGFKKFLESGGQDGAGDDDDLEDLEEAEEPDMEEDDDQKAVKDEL
HIF-2a block: HIF-2a reporter inhibitors, primary screen, luminescence, 786-0 RCC cells; 786-0 RCC cells HIF-2a reporter, luciferase luminescence, overnight; inhibition, % at 18.8 µM; hit rate 0.72% among 360,000;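 active = inhibition of the luminescence signal of 40% or more relative to plate controls, in a single-dose primary screen at 18.75 µM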
Shn3 3UTR inh: reduction of Shn3 3'UTR firefly luciferase signal, primary screen, Schnurri-3 inhibitor project, cell-based, Clone20 osteoblasts, set 2; inhibition, % at 12.5 µM; hit rate 0.52% among 360,000; Clone20 osteoblast Shn3 3'UTR firefly luciferase, 24 h;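 active = mean inhibition of at least 75% with every replicate also reaching 75%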;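 note: 0% = median of neutral control wells and 100% = pilot-screen positive control compound; some compounds past the cut are filed as inactive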
NR2E3 ag-1: NR2E3 agonists in two-hybrid cells, primary screen, cell-based, luminescence, CHO-S, Gal4-NCOR/VP16-NR2E3; hit rate 0.35% among 360,000; luciferase; Photoreceptor-specific nuclear receptor (Homo sapiens), Q9Y5X4; inhibition of corepressor binding, % at 3.98 µM; AID 602229, 2012;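 active = inhibition above the mean of all tested compounds plus 3 SD, cut at about 70% in these data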;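 note: 0% = DMSO with NR2E3 transfected cells and 100% = cells lacking NR2E3 construct; higher means lower luciferase signal from less NR2E3 corepressor binding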
NR2E3 ag-2: inhibitors of NR2E3-RetCOR corepressor binding, primary screen, NR2E3 agonist project, biochemical, TR-FRET, GST-NR2E3, biotin-RetCOR; AID 2300, 2010; inhibition of corepressor binding, % at 4.78 µM; 1536-well; Photoreceptor-specific nuclear receptor (Homo sapiens), Q9Y5X4; hit rate 0.12% among 320,000;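 active = percent inhibition above the cutoff of mean plus 3 SD of all tested compounds, set per screening campaign, cut at about 20% in these data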;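 note: 0% = DMSO wells and 100% = biotin wells as full block of FRET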
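System: GST-tagged NR2E3 plus biotinylated RetCOR corepressor; Amount: 1.35 nM GST-tagged NR2E3 final; Dosing: single nominal compound dose of 4.8 µM; Schedule: 5 h incubation at 4 °C; Technique: TR-FRET with europium anti-GST and streptavidin-D2, 340 nm excitation; Controls: biotin wells as high control, 0.6% DMSO wells as low control.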
CaV13 FRET inh: Disruptors of the CACNA1D IQ motif to Ca2+-dependent inactivation inhibitor domain association, primary screening, Förster resonance energy transfer in intact living …. AID 743397. hit rate 0.098% among 340,000. inhibition, % at 12.3 µM. HEK cells, CFP/YFP FRET ICDI-IQ, plate reader, 10 min; percent FRET-ratio fall versus neutral wells;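 active = mean replicate inhibition of at least 30% and at least 1% of replicates passing that level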;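 note: 0% = median of the neutral control wells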
hiPSC survival: enhancers of single-cell hiPSC survival, primary screen, ATPlite luminescence; survival enhancement, % at 20 µM; 100% = ROCK inhibitor wells, 0% = DMSO; hit rate 0.044% among 360,000; AID 602274, 2012; in the data active = survival enhancement above about 18%;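 note: cells exposed to compounds for 16 hours before the ATP read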
m5-HT2A agonist: mouse Htr2a agonists via beta-arrestin recruitment, primary screen, cell-based, luminescence | AID 624169, 2012 | 5-hydroxytryptamine receptor 2A (Mus musculus), P35363 | activation, % at 7.6 µM | CHO-K1 mHTR2A beta-arrestin complementation; percent of 30 µM serotonin response | hit rate 0.66% among 360,000;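 active = activation above a run cutoff, the mean activation of all tested compounds plus 3 SD, cut at about 14% in these data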;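 note: 0% = plate median of compound wells and 100% = 30 µM serotonin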
Target sequence (P35363 whole entry, looked up): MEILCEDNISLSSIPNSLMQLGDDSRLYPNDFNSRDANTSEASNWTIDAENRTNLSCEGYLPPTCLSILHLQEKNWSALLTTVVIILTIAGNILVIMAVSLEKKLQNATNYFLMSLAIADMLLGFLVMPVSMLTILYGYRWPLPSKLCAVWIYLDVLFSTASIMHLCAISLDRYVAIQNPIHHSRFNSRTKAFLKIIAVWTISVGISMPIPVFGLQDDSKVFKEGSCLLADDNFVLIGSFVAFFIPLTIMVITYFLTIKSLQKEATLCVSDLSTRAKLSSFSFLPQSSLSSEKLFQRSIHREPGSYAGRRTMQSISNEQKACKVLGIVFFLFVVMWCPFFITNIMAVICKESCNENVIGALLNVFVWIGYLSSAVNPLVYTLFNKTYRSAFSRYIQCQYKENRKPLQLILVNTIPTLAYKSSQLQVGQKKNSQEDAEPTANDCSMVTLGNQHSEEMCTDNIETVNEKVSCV
TRPM1 prom inh: inhibitors of MITF-dependent TRPM1 promoter reporter, primary screen, cell-based, SK-MEL-5, single point, luciferase. SK-MEL-5 TRPM1 promoter luciferase, 24 h. AID 488899, 2010. inhibition, % at 12.5 µM. hit rate 0.83% among 330,000;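 active = mean inhibition across replicates of 60% or more, whatever share of single replicates reaches that level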; note: values of inactives mirror those of a sister screen read the other way
Peg3 prom inh: Peg3 promoter-driven luciferase inhibitors, primary screen, cell-based, HeLa, luciferase luminescence | HeLa PEG-Prom luciferase reporter, overnight | inhibition, % at 20 µM | hit rate 1.7% among 360,000;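 active = inhibition of at least 50% at 20 µM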
Numbers without * were called inactive; . = no result given.

SMILES	Cardio protect	PDI turbidity	HIF-2a block	Shn3 3UTR inh	NR2E3 ag-1	NR2E3 ag-2	CaV13 FRET inh	hiPSC survival	m5-HT2A agonist	TRPM1 prom inh	Peg3 prom inh
O=C(Nc1ccc(N2CCN(C(=O)c3ccccc3)CC2)c(Cl)c1)c1ncn[nH]1	9	10	21	4	6	-1	-16	0.4	4	5	12
COc1ccc(NS(=O)(=O)c2ccc(NC(=O)c3ccc(Br)cc3)cc2)nn1	-6	-9	25	-9	-32	-3	2	-0.4	0	7	18
Cc1ccc(NC(=O)C2CCC(=O)N2C(=O)OCc2ccccc2)cc1 (configuration not stated)	-3	21	9	-5	-8	3	-4	-0.2	-6	9	-11
COc1cccc(C(=O)Nc2cc(S(=O)(=O)N3CCOCC3)ccc2N2CCOCC2)c1	-1	-4	9	-17	21	.	-3	1.4	-2	-10	7
O=C(COC(=O)/C=C/c1ccc(OC(F)F)cc1)NC1CCCC1	-8	-4	6	-26	-14	2	-7	-0.4	6	0	14
CCOC(=O)CC1OC(=O)c2cc3c(cc21)C(=O)OC3CC(=O)OCC (configuration not stated)	6	-9	12	-5	30	1	-4	0.9	-1	1	6
Cc1nc(NC(=O)CCCC(=O)Nc2nc(C)c(C)s2)sc1C	1	11	8	-3	19	2	-7	3.2	1	4	-6
O=C1c2ccccc2S(=O)(=O)N1CCOc1ccc(F)cc1	10	0	-47	-14	-32	0	-6	-0.4	-9	-26	-28
Cc1oc(-c2ccc(F)cc2)cc1-c1nn2c(-c3ccoc3C)nnc2s1	49	6	-1	-1	-6	2	-3	4.2	0	5	-2
Cc1ccc(C)c(S(=O)(=O)NCc2ccc(C(=O)N3CCCCC3C)cc2)c1 (configuration not stated)	-1	0	17	5	-13	0	-9	-1.8	-5	-13	15
CCCCOc1ccc(C(=O)OCC(=O)Nc2cc(C)c(C)cc2[N+](=O)[O-])cc1	-4	1	23	4	-5	-6	-5	1.2	1	3	7
CCN(C(=O)CN(C)Cc1c(F)cccc1Cl)c1c(N)n(Cc2ccccc2)c(=O)[nH]c1=O	11	-6	2	-11	-2	0	-3	1.0	1	-1	9
COc1ccc(S(=O)(=O)/N=C2/C=CC(=O)C(C)=C2C)cc1	-3	-3	9	11	-19	-1	.	-0.8	1	7	13
CCOC(=O)c1sc2nccc(OC)c2c1N=CN(C)C	4	3	5	20	1	-2	2	0.8	1	11	3
CC(=O)Cn1nnc(-c2ccc(C(F)(F)F)cc2)n1	-6	1	-94	-13	-15	9	-5	0.8	-2	-34	-64
OC[C@@H]1CN(Cc2ccc(Cl)cc2)C[C@H](n2cnc3c(N4CCOCC4)ncnc32)O1	1	8	12	-12	-35	.	-9	-1.6	1	.	9
CCOc1ccc(N(CC(=O)NC2CCCC2)S(=O)(=O)c2ccccc2)cc1	4	-4	19	0	-7	0	-3	0.5	-9	-3	-3
CCNC(=O)COC(=O)c1cc(C)nc2ccccc12	12	3	18	1	17	-2	-6	0.4	-3	4	11
CCCCCCn1cc(CN2CC(N3CCN(C4CCN(C)CC4)CC3)CS2(=O)=O)nn1 (configuration not stated)	.	.	8	.	-6	.	-6	-0.2	2	.	.
CCn1c(CNC(=O)c2ccco2)nnc1SCC(=O)Nc1ccccc1Cl	4	5	12	-6	-6	1	-2	0.1	-5	0	1

Entries above that contain a Cl atom:
SMILES	Cardio protect	PDI turbidity	HIF-2a block	Shn3 3UTR inh	NR2E3 ag-1	NR2E3 ag-2	CaV13 FRET inh	hiPSC survival	m5-HT2A agonist	TRPM1 prom inh	Peg3 prom inh
O=C(Nc1ccc(N2CCN(C(=O)c3ccccc3)CC2)c(Cl)c1)c1ncn[nH]1	9	10	21	4	6	-1	-16	0.4	4	5	12
CCN(C(=O)CN(C)Cc1c(F)cccc1Cl)c1c(N)n(Cc2ccccc2)c(=O)[nH]c1=O	11	-6	2	-11	-2	0	-3	1.0	1	-1	9
OC[C@@H]1CN(Cc2ccc(Cl)cc2)C[C@H](n2cnc3c(N4CCOCC4)ncnc32)O1	1	8	12	-12	-35	.	-9	-1.6	1	.	9
CCn1c(CNC(=O)c2ccco2)nnc1SCC(=O)Nc1ccccc1Cl	4	5	12	-6	-6	1	-2	0.1	-5	0	1

Later entries
SMILES	Cardio protect	PDI turbidity	HIF-2a block	Shn3 3UTR inh	NR2E3 ag-1	NR2E3 ag-2	CaV13 FRET inh	hiPSC survival	m5-HT2A agonist	TRPM1 prom inh	Peg3 prom inh
CC(=O)Nc1cccc(-c2cc(NC=O)c3ncc(-c4ccc(C(C)=O)cc4)n3c2)c1	93*	15	-5	23	7	.	-10	-2.5	-3	.	54*
O=C(O)C1CC=CCC1C(=O)Nc1ccc2c(c1)CCC2 (configuration not stated)	6	-7	-1	4	-28	1	-7	0.2	-6	-3	29
CCCCN(C(=O)c1sc2nc3n(c(=O)c2c1C)CCC3)c1c(N)n(CC(C)C)c(=O)[nH]c1=O	1	2	8	-2	-27	.	-6	-0.5	-9	2	12
O=C(NCCc1c[nH]c2ccccc12)c1ccc2nc[nH]c2c1	-2	3	-57	4	-5	1	-6	2.0	4	-24	-70
COc1cc2c(cc1OC)C(c1cc([N+](=O)[O-])ccc1O)NCC2 (configuration not stated)	-2	3	17	1	-16	1	-19	-0.5	4	-1	10
COc1ccc2sc(-c3ccc(N(C)C)cc3)c(C#CC(C)(C)O)c2c1	-13	-2	-45	-40	-7	2	-8	9.7	4	-13	-42
CC(C)(C)C(=O)Nc1nnc(SCC(=O)NC2CC2)s1	-4	-7	-5	-4	0	-2	-3	-0.2	8	-4	-6
O=C(Nc1cc(=O)[nH]c2ncnn12)c1ccccc1F	1	7	12	-6	-10	-4	-1	-0.9	-1	2	-8
OC[C@@H]1CN(Cc2cccs2)C[C@H](n2cnc3c(Nc4ccccc4)ncnc32)O1	14	2	-5	-6	9	.	-4	2.8	5	.	-10
Cc1nn(-c2ccccc2)c(Cl)c1C(=O)OCC(=O)N(C)c1c(N)n(Cc2ccccc2)c(=O)[nH]c1=O	-4	12	5	3	16	1	-6	1.8	1	5	-12
Cc1cccc(NC(=S)N/N=C/C(C)c2ccccc2)c1C (configuration not stated)	-5	-1	-14	3	1	2	14	1.4	4	4	-3
C/C(=N/NC(=O)c1nnn(-c2nonc2N)c1CSc1ccc(Cl)cc1)c1ccncc1	-7	2	12	12	8	.	-16	0.5	0	.	4
Cc1ccc(-c2ccc(S(=O)(=O)N3CCCC3)cc2)cc1	-1	-12	-3	9	-13	-1	-4	-0.3	-7	-22	-5
CC(=O)N/C(=C/c1ccc2c(c1)OCO2)C(=O)NC(Cc1ccccc1)C(=O)O (configuration not stated)	2	-8	23	20	-11	-1	-2	-0.3	4	3	17
Cc1ccc(C)c(OCC(=O)OCC(=O)Nc2c(C)nn(-c3ccccc3)c2C)c1	4	-4	2	-11	11	4	-6	-0.3	-13	-4	-2
CN(C)Cc1c(C(=O)N/N=C/c2ccncc2)nnn1-c1nonc1N	4	-5	-12	-76	-17	1	-16	-0.6	-4	2	21
Cc1cccc(CCNC(=O)C2CCC(CNc3c(N4CCCC4)c(=O)c3=O)CC2)c1 (configuration not stated)	0	8	10	1	-4	1	-7	0.8	-1	.	8
Oc1[nH]c2c(Cl)cc(Cl)cc2c1N=NC(=S)NCC1CCCO1 (configuration not stated)	37	-2	23	85	34	0	-13	0.0	4	34	97*
CN(C)C(=O)c1ccccc1NC(=O)Cc1cccc2ccccc12	-2	1	25	-12	27	3	4	-0.3	1	-7	10
Cc1cc(/C(N)=N/OC(=O)Nc2ccccc2)no1	3	2	-85	-15	-6	2	-5	1.3	2	-62	-70
CCCCNC(=O)CN1C(=O)NC2(CCOc3ccccc32)C1=O (configuration not stated)	-4	-4	14	-14	4	2	-3	0.0	-9	-5	3
COc1ccc(NC(=O)Nc2c(SC)nsc2SC)cc1	4	-4	9	-22	0	8	-7	-0.4	2	-26	6
COc1ccccc1N(C)S(=O)(=O)c1ccc(C(=O)Nc2cc(F)ccc2C)cc1	2	-2	32	83*	-5	.	-6	-0.9	1	12	15
Fc1ccc2cc(-c3cccnc3)ncc2c1	-1	-5	-176	-53	-73	.	-4	-2.5	-5	-32	-188
O=C(/C=C/c1ccc(F)cc1)NC(=S)Nc1ccccc1O	-2	0	-216	-64	-10	.	-19	-0.4	-13	-52	-237
CCSc1nc2ccccc2c(=O)n1CCc1ccc(OC)c(OC)c1	28	4	-18	0	-31	2	-4	-0.4	-1	-11	11
CCN(C(=O)COC(=O)C1CCN(S(=O)(=O)c2c(Cl)cccc2Cl)CC1)C1CCCCC1	-2	1	18	1	-16	0	-5	-0.3	-2	-3	-8
CC1CCN(C(=O)COC(=O)CCC(=O)c2ccc(Cl)cc2)CC1	-2	-10	15	-12	-26	.	-5	-0.3	3	.	23
NC(=O)COC(=O)CC12CC3CC(CC(Br)(C3)C1)C2	14	0	21	-6	-4	-3	2	-0.8	0	-3	10
COc1cccc(CN2CCN(Cc3[nH]c4ccccc4c3C)CC2CCO)c1 (configuration not stated)	-2	5	21	-5	-16	-2	-4	0.4	-4	4	10

A second format for some results above.
O=C(/C=C/c1ccc(F)cc1)NC(=S)Nc1ccccc1O
  Cardio protect: -2 | PDI turbidity: 0 | HIF-2a block: -216 | Shn3 3UTR inh: -64 | NR2E3 ag-1: -10 | NR2E3 ag-2: . | CaV13 FRET inh: -19 | hiPSC survival: -0.4 | m5-HT2A agonist: -13 | TRPM1 prom inh: -52 | Peg3 prom inh: -237
CCSc1nc2ccccc2c(=O)n1CCc1ccc(OC)c(OC)c1
  Cardio protect: 28 | PDI turbidity: 4 | HIF-2a block: -18 | Shn3 3UTR inh: 0 | NR2E3 ag-1: -31 | NR2E3 ag-2: 2 | CaV13 FRET inh: -4 | hiPSC survival: -0.4 | m5-HT2A agonist: -1 | TRPM1 prom inh: -11 | Peg3 prom inh: 11
